High-throughput results: PubChem, National Center for Advancing Translational Sciences (NCATS)
Abeta yeast res: compounds reversing amyloid beta toxicity in yeast | Potency, µM (titrated, usually from 46.1 µM), for inactives: at the highest dose growth rescue, most hits filed as activators | AID 1347071 | 410,000 tested, 0.063% active | yeast expressing A-beta42, growth rescue, OD600, 48 h; response scale: 0% DMSO, 100% iron-clioquinol control; note: potency is the fitted concentration of half-maximal effect; nearly all actives have a fitted effect of over 55% in size
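Yeast growth medium received pinned compounds, then yeast cells expressing toxic A-beta were added; plates incubated at 30 C for 48 hr. Growth read as absorbance at 600 nm, normalized to DMSO and equimolar FeCl3 plus clioquinol controls.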
GLP1R ag: agonists of human GLP-1 receptor; HEK293 GLP-1R CRE-luciferase, luminescence, 4-6 h; cells express a hypersensitive GLP-1R form; Potency, µM (titrated, usually from 45.6 µM), for inactives: at the top dose activation, hits mostly activators; 380,000 tested, 0.007% active; AID 624172; note: potency is the fitted concentration of half-maximal effect; % of control where 0% means no effect
Target sequence (P43220 whole entry, looked up): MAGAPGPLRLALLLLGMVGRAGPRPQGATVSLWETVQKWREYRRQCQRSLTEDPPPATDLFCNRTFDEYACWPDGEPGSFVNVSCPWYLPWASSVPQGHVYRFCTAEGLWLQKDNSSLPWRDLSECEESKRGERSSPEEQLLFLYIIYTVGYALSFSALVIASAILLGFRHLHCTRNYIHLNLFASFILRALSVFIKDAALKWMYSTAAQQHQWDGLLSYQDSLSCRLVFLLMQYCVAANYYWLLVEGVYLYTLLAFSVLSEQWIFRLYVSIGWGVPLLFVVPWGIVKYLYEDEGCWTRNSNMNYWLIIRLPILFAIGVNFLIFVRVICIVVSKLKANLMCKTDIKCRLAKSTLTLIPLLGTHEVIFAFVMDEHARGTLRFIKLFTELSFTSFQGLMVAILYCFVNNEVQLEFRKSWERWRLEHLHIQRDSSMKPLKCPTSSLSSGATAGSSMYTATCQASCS
D3 antag: blocks the human D3 dopamine receptor; P35462; D3R cells, DiscoveRx beta-arrestin luminescence, antagonist mode; stronger effect = lower value; max response, negative = inhibition, %; 360,000 tested, 2.5% active; in the data active = max response below about -50%; inconclusive = no clear call, values can overlap the other calls; note: % is set by controls: 0 for no effect and ±100 for the full control effect; mostly tested at two doses, the higher about 12 µM
Target sequence (P35462 whole entry, looked up): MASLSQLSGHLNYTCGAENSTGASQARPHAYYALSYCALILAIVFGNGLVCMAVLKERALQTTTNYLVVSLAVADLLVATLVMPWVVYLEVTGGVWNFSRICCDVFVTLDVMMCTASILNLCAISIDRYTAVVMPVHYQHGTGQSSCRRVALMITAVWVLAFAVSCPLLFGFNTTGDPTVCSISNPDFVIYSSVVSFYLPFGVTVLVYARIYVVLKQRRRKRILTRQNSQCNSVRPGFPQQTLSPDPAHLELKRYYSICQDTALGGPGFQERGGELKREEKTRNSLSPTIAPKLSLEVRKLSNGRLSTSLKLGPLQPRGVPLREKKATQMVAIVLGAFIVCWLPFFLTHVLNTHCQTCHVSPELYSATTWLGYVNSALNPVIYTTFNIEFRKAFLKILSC
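Cells expressing the human receptor were seeded at 1500 cells/well, incubated overnight at 37 degrees C in 5% CO2, then exposed to library compounds with dopamine controls for 90 minutes at 37 degrees C before luminescent detection.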
TDP43 rescue: TDP-43 toxicity inhibition in yeast | TDP-43 expressing yeast growth rescue, BacTiter-Glo, 24 h | 410,000 tested, 1.8% active | AID 652104 | Potency, µM (highest dose often 46.1 µM), without a hit: at the highest dose growth rescue (activation), most hits filed as activators; note: potency is the fitted concentration of half-maximal effect; % of control where 0% means no effect; nearly all actives have a fitted effect of over 50% in size
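In this qHTS, compounds that restore growth of yeast expressing TDP-43 appear as activators. Cells (OD600=0.02, galactose medium, raffinose-pregrown) are incubated with compound 24 hr at 30 deg C and growth is quantified by BacTiter-Glo.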
FUS suppressor: FUS proteinopathy suppression in yeast | AID 1347120 | 390,000 tested, 0.24% active | S. cerevisiae FUS-expressing, growth rescue, OD600, 24 h | Potency, µM (highest dose often 76.6 µM), inactives show top-dose growth rescue (activation), usual class: activators;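 note: potency is the fitted concentration of half-maximal effect; plate controls were DMSO vehicle for no effect and reference control for full effect; nearly all actives have a fitted effect of over 55% in size; some results filed as inactive show a strong effect at the top dose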
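Cultures pregrown in 2.5% raffinose medium are shifted to minimal medium containing 2% galactose to express toxic FUS. Compounds are tested at several concentrations. After 24hr at 30C, growth is quantified at 600 nm absorbance.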
aSyn yeast inh: inhibitors of alpha-synuclein toxicity in yeast. Yeast expressing alpha-synuclein, growth rescue, BacTiter-Glo, 24 h. Potency, µM (doses to about 46.1 µM), for the others: top-dose growth rescue (activation), actives largely listed as activators. 370,000 tested, 0.14% active; note: potency is the fitted concentration of half-maximal effect; % of control where 0% means no effect; nearly all actives have a fitted effect of over 65% in size
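Galactose-induced alpha-syn yeast (OD600=0.02, raffinose-pregrown) + pinned cpd, 24 hr, 30 deg C; growth by BacTiter-Glo luminescence. Growth restoration scores as activation.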
PTHR1 agonist: agonists of human PTHR1 parathyroid hormone receptor; 410,000 tested, 0.075% active; Potency, µM (titrated, usually from 115 µM), for inactives: top-dose activation, usual class: activators; Q03431; HEK293 GP2 PTHR1 cells, GloSensor cAMP luminescence, 1 h; note: potency is the fitted concentration of half-maximal effect; nearly all actives have a fitted effect of over 55% in size; some results filed as inactive show a strong effect at the top dose; inactives centre near -15; many of its hits are not listed in these tables
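HEK-293-derived GP2 cells expressing PTHR1 and a GloSensor cAMP reporter, 3,000/well, plated overnight, given luciferin plus IBMX (each 0.5 mM as added) for 1 h at 37 °C, then compound for 1 h at 37 °C. Luminescence was read after 15 min at room temperature.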
GLP1R inv ag: acts as inverse agonist at human GLP-1 receptor; P43220; HEK293 GLP-1R CRE-luciferase, luminescence, 24 h; GLP-1R form is constitutively active; Potency, µM (series often up to 38.3 µM), for inactives: top-dose activity change, negative = inhibition, actives largely listed as inhibitors; 410,000 tested, 1.6% active; AID 624417; note: potency is the fitted concentration of half-maximal effect; % is set by controls: 0 for no effect and ±100 for the full control effect; nearly all actives have a fitted effect of over 55% in size
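Assay principle: reduced luminescence from a cAMP-responsive reporter in HEK293 cells co-expressing a constitutively active GLP-1R. Conditions: 24 hr compound incubation, 37 deg C, 5% CO2.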
Akt phos inh: Akt phosphorylation inhibition | Neuro2A IGF-stimulated pAkt S473 HTRF, 20 min; stronger effect = lower value | activity change, % for hits at 50 µM | 360,000 tested, 0.32% active; in the data active = activity change below about -80%; inconclusive = mostly about -51% to -80%; note: % is set by controls: 0 for no effect and ±100 for the full control effect
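Single-point screen (50 µM final compound) in Neuro2A cells stimulated 20 min with 6 nM IGF at 37 deg C. After lysis, Ser473-phosphorylated Akt read by HTRF (ex 330 nm, em 615/665 nm) as the 665/615 ratio.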
An asterisk follows results filed as active; i = inactive; ? = inconclusive; / = no result given; & = joins results of further samples; [ ] = dose if it differs, or a comment. Unless noted, calls come from the whole dose curve; as a rule, active = well fitted curve in the direction sought with a large enough effect; inconclusive = small, poorly fitted or top-dose-only effect, or another doubt; inactive = no such curve, though single readings can be large; an effect the other way counts as inactive or inconclusive.

mol	Abeta yeast res	GLP1R ag	D3 antag	TDP43 rescue	FUS suppressor	aSyn yeast inh	PTHR1 agonist	GLP1R inv ag	Akt phos inh
Cc1nn2cc(-c3ncc(C(F)(F)F)cc3Cl)cnc2c1Br	-5%	6%	13	12%	-14%	-3%	-31%[inhibitor]	-13%	i
CCOC(=O)N1CCC(N2CCCC(CO)(Cc3cccc(Cl)c3)C2)CC1 (stereo unspecified)	-9%	2%	-11	-14%	6%	4%	-53%[inhibitor]	?	i
Cc1nn(-c2ccccc2)c2nc(-c3cccs3)cc(C(=O)NN)c12	-33%[inhibitor]	11%	15	?	35%	12%	-23%	-17%	i
COc1cc(/C=C/C(=O)OCC(=O)N(CC(C)C)c2c(N)n(Cc3ccccc3)c(=O)[nH]c2=O)ccc1O	7%	-15%	-1	6%	/	1%	i	12%	i
Cc1ccc2onc(CC(=O)N3CCN(c4cccc(C)c4C)CC3)c2c1	3%	/	/	25µM*	?	/	-14%	?	/
CCOC(=O)c1ccc(C(=O)OCC)c(NC(=S)Nc2ccc([N+](=O)[O-])cc2OC)c1	-11%	-4%	-15	18µM*	29%	-16%	-34%[inhibitor]	1%	i
O=C(COC(=O)c1c(F)cccc1F)NCCNC(=O)COC(=O)c1c(F)cccc1F	-15%	4%	-9	1%	10%	-3%	i	-11%	i
CCCCCCN1C=CC(=C/C=C(\C#N)C(=O)OCC)C=C1	2%	-12%	8	18%	/	-1%	i	-42%	i
CNC(=O)C1CC(=O)N(c2ccc(F)c(Cl)c2)C1 (stereo unspecified)	-12%	-8%	3	2%	13%	0%	-4%[57.5 µM]	12%	i
CN(Cc1ccccc1)S(=O)(=O)c1cc(Br)cc2c1N(C(=O)C1CC1)CC2	-21%	1%	/	4%	25%	/	i	?	/
COc1ccc(NC(=O)C2CCCN(S(=O)(=O)c3ccccc3)C2)c(OC)c1 (stereo unspecified)	5%	-2%	3	6%	19%	0%	-35%[inhibitor]	-26%	i
O=C(CNc1ccc(F)cc1)N/N=C/c1c(O)ccc2ccccc12	-10%	-2%	-13	4%	2%	7%	i	?	i
CN(C)Cc1ccc(-c2nc3cccc4c3n2CCNC4=O)cc1	3%	-10%	/	/	-13%	/	i	/	/
O=C(NNC(=O)c1ccc(F)cc1)C(=O)N1CCCCC1	8%	-8%	6	15%	4%	2%	i	10%	i
Cc1nn(C)c(C)c1C(=O)NN	12%	-5%	-11	9%	7%	1%	-16%	0%	i
C=CCn1c(SCC(=O)N2CCc3ccccc3C2)nc2sc(CC)cc2c1=O	-17%	14%	21	-20%	45%	-8%	-6%	?	i
O=c1c2ccccc2sc2nc(CCl)nn12	1%	1%	-1	?	/	-6%	-19%	?	i
O=C(Nc1ccccc1)C1=C[C@@H](C2CCCCC2)C[C@@H](OCCCCO)O1	15%	-4%	-26	10%	26%	11%	-40%[inhibitor]	?	i
COc1cccc(C(=O)NCCS(=O)(=O)N(C)Cc2ccccc2)c1	-16%	18%	?	4%	/	-2%	-6%	-21%	i
COc1c([N+](=O)[O-])cc(C(=O)NNC(=O)c2ccc(C)cc2)cc1[N+](=O)[O-]	3%	-6%	-10	-13%	3%	-6%	i	8%	i
COc1ccccc1NS(=O)(=O)c1ccc(N/N=C/c2ccccc2OCC(=O)O)c([N+](=O)[O-])c1	4%	3%	?	-16%	?	-3%	i	20%	i
O=C(NCCc1ccccc1)c1cccc2c(-c3ccc(F)c(F)c3)coc12	5%	2%	15	0%	32%	19%	i	?	i
O=c1[nH]cc([N+](=O)[O-])cc1Br	11%	-7%	0	13%	-2%	0%	-8%	11%	i
CCCNC(=O)C(Cc1ccc(Br)cc1)NC(=O)c1ccc(C#N)cc1 (stereo unspecified)	1%	8%	2	26%	-4%	3%	i	13%	i
COc1ccccc1OCCC(=O)OCC(=O)c1c(N)n(C)c(=O)n(C)c1=O	-9%	2%	0	0%	9%	-2%	-24%	9%	i
O=C1N=NC2=C1c1c3ccccc3c(O)n1CC2	-6%	7%	-4	1%	-7%	-2%	i	6%	i
CCCCS(=O)CC(O)CSc1nc(-c2ccc(OC)cc2)cc(-c2ccccc2)c1C#N (stereo unspecified)	-6%	/	/	15%	20%	/	-21%	-7%	/
CCOC(=O)C1CCCN(C/C(O)=C(\C#N)c2nc(-c3ccccc3)cs2)C1 (stereo unspecified)	-1%	-2%	?	-17%	35%	0%	9%[57.5 µM]	11%	i
O=C(N/C(=C\c1ccco1)C(=O)N1CCCCC1)c1ccc([N+](=O)[O-])cc1	-17%	0%	1	-21%	/	0%	-15%	-21%	i
CC(C)c1ccc(NS(=O)(=O)c2ccc3c(c2)NC(=O)CO3)cc1	-6%	1%	19	14%	20%	4%	-9%	?	i
Cc1cccc(NC(=O)CCCN2C(=O)c3cccc4cccc(c34)C2=O)c1	6%	0%	-9	-11%	28%	0%	-12%[57.5 µM]	9%	i
COc1ccc(CC(=O)OCC(=O)NC2CCCCC2)cc1	-14%	0%	-14	2%	-8%	-2%	-1%	1%	i
Cc1[nH]c2ccccc2c1/C=C(/C#N)C(=O)NC(C)C	-11%	11%	-3	-10%[0.397 µM]	14%	-3%	?	3%	i
Cc1nc2ccc(NC(=S)NC(C)C)cc2nc1C	-6%	0%	18	19%	11%	0%	i	0%	i
O=C(CCc1ccccc1)Nc1cc2c3c(c1)CC(=O)N3CCC2	1%	14%	28	4%	16%	8%	i	43%	i
Cc1c(C(=O)Nc2ccccc2Br)oc2ccc(S(=O)(=O)N3CCCCC3)cc12	-5%	/	/	-1%	-9%	/	0%	0%	/
CCN(CC)CCNC(=O)c1cn(CC)c2ccc(S(=O)(=O)N3CCOCC3)cc2c1=O	-2%	-8%&1%	0	5%&21%	-3%&5%	2%	-23%	-1%&-1%	i
Cc1ccc(C(C)C)c(OCC(=O)NS(=O)(=O)c2ccc(Cl)cc2)c1	-11%	-8%	?	2%	9%	-20%	-25%	?	i
COCCNC(=O)C1CCCN(Cc2ccccc2F)CC1 (stereo unspecified)	-19%	-2%	-3	8%	-23%	-14%	-1%	8%	i
O=C(Nc1ccccc1F)c1ccc(Cn2cc(Br)cn2)cc1	4%	13%	14	?	-21%	-1%	-31%[inhibitor]	-27%	i
Cc1c(C=O)c2ccccn2c1C(=O)c1ccc(Cl)c([N+](=O)[O-])c1	-2%	8%	-6	5%	-4%	-1%	-26%	11%	i
O=C(CSc1nnc(NC(=O)C2CC2)s1)NCc1ccco1	-5%	-1%	18	13%	/	-9%	i	6%	i
O=C(N/N=C/c1c(F)cccc1Cl)C1CC1	-22%	6%	8	-3%	-15%	0%	-11%	11%	i
CC(=O)c1ccc(NC(=O)C2=CC(c3cccs3)=NS(=O)(=O)N2C)cc1	11%&-2%	-4%	7	-2%&4%	-27%&2%	-13%	-45%	-26%&6%	i
COc1ccc(CC(=O)Nc2ccc(-c3cn4ccccc4n3)cc2)cc1OC	2%	5%	10	-2%	-3%	0%	-24%[57.5 µM]	6%	/
Cc1ccccc1CN(C)C[C@@H]1OCc2cnnn2CCCC(=O)N([C@H](C)CO)C[C@H]1C	15%	8%	-5	0%	-5%	-6%	i	17%	i
Cc1cccc(NC(=O)Nc2cccc(F)c2)n1	-2%	14%	2	14%	4%	-2%	i	-5%	i
Cc1cc(C)cc(-c2nnc(SCC(=O)NC3CC3)o2)c1	16%	-1%	-24	-4%	-16%	-5%	-3%	-17%	i
Cc1ccccc1OCC(=O)OCc1cc(=O)n2ccsc2n1	-2%	/	/	?	23%	/	i	16%	/
COc1ccccc1NC(=O)C(C)n1cnc2c(oc3nc4c(cc32)CCCC4)c1=O (stereo unspecified)	-11%	12%	-1	23%	27%	12%	-25%	22%	/
COc1cc(Cl)c(C)cc1NC(=O)CSC	4%	-6%	2	5%	-22%	2%	-4%	-17%	i
COCc1c(C(=O)OCC(=O)N(C)C2CCS(=O)(=O)C2)oc2ccccc12 (stereo unspecified)	1%	0%	-4	3%	8%	-13%	-24%	14%	i
CCc1ccc(NC(=O)CSc2nnc(C)c(=O)n2N)cc1	12%	8%	-10	-1%	17%	-7%	-9%	17%	i
COc1ccc(Cl)cc1NC(=O)CN(C)S(=O)(=O)c1ccc2c(c1)CCCN2C(C)=O	-33%	/	/	7%	43%	/	-43%[inhibitor]	-2%	/
O=C(CSC1CCCCC1)N1CCN(c2ccccc2)CC1	-10%	2%	-12	14%	18%	-1%	i	?	i
COc1ccc(S(=O)(=O)NCC(c2ccco2)N2CCOCC2)cc1 (stereo unspecified)	-5%&-22%	-5%	-5	-16%&-8%	10%&-7%	0%	?	15%&0%	i

The list continues.
mol	Abeta yeast res	GLP1R ag	D3 antag	TDP43 rescue	FUS suppressor	aSyn yeast inh	PTHR1 agonist	GLP1R inv ag	Akt phos inh
COc1ccc(CC(=O)Nc2cc(C)ccn2)cc1OC	1%	2%	-25	5%	16%	-1%	i	11%	i
COc1ccc(Cl)cc1NC(=O)Cn1nnc2sc(-c3ccccc3)cc2c1=O	4%	/	/	23%	19%	/	i	-4%	/
CCCNC(=O)C1(C)CCN(Cc2csc3ccccc23)C1 (stereo unspecified)	-1%	-3%	-26	0%	-11%	8%	-14%	-17%	i
CC(CCc1ccc(O)cc1)NC(c1ccccc1)c1ccc(Cl)cc1 (stereo unspecified)	8%	?	-1	-2%	44%	-1%	7%	?	i

An excerpt, so the mix of outcomes need not match the whole.
